# Source: PubChem
# Casp7 inh: allosteric or competitive inhibitors of human caspase-7; Potency, µM (highest dose often 57.5 µM), for the others: top-dose activity change, negative = inhibition, hits mostly inhibitors; actives 0.02% (n = 75,000); AID 889; P55210; recombinant caspase-7, Ac-DEVD-AFC fluorescence rate; active = well fitted inhibition curve with a large enough effect in the main read-out, with a control signal flat, not every such curve was filed as active; inconclusive = small, poorly fitted or top-dose-only effect, or a change in a side signal; also: potency is read from the fitted curve at half-maximal effect; % of control where 0% means no effect
# Target sequence (P55210 24-198 limits assumed): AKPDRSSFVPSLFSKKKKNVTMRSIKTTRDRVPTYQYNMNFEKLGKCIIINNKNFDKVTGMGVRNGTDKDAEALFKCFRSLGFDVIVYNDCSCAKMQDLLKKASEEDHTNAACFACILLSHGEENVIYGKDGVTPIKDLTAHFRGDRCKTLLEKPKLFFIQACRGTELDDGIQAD
# Target sequence (P55210 207-303 limits assumed): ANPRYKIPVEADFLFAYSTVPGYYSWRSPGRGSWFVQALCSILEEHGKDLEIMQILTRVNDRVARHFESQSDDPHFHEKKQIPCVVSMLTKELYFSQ
# USP2a inh: blocks human ubiquitin-specific protease USP2a; O75604; USP2a enzymatic assay, qHTS inhibition; Potency, µM (titrated, usually from 38.3 µM), inactives show at the top dose activity change, negative = inhibition, usual class: inhibitors; actives 0.1% (n = 60,000); AID 927;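 also: potency is read from the fitted curve at half-maximal effect; nearly all actives have a fitted effect of over 60% in size; plate controls were DMSO for no effect and NEM full inhibition control for full effect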
#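 USP2 core (20 nM final) was preincubated with compound for 30 min at RT in 20 mM Tris-HCl pH 8.0, 2 mM CaCl2, 2 mM beta-mercaptoethanol; Ub-PLA2 (20 nM) plus NBD C6-HPC (20 uM) then added, fluorescence read after 2.5 h.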
# Luciferase inh: inhibitors of firefly luciferase; Potency, µM (titrated, usually from 57.1 µM), without a hit: at the top dose activity change, negative = inhibition, hits mostly inhibitors; AID 411; purified firefly luciferase, luminescence, 8 min; actives 2.2% (n = 72,000); also: potency is read from the fitted curve at half-maximal effect; % is scaled to controls: 0 for no effect and ±100 for the full control effect; nearly all actives have a fitted effect of over 40% in size
#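 Here, luciferase activity is measured as luminescence following an 8 min room-temperature reaction at 10 uM ATP, pH 7.2. Every library sample is titrated.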
# HADH2 inh: blocks human hydroxyacyl-CoA dehydrogenase type II | recombinant HADH2, NADH fluorescence, beta-hydroxybutyryl-CoA | actives 3.4% (n = 73,000) | Q99714 | Potency, µM (highest dose often 57.1 µM), for the others: at the top dose activity change, negative = inhibition, actives largely listed as inhibitors; also: potency is read from the fitted curve at half-maximal effect; % is scaled to controls: 0 for no effect and ±100 for the full control effect; nearly all actives have a fitted effect of over 60% in size; many of its hits are not listed in these tables
#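 Activity measured as NADH fluorescence gain (360/450 nm), taken as the change between first and last reads of a 4-min kinetic run. Conditions: pH 9.0 Tris buffer, 20 nM E. coli-expressed His-tagged enzyme, 1 mM NAD+, 90 uM beta-hydroxybutyryl-CoA; 15-min compound preincubation.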
# HEK293 cAMP cs: raises cAMP in parental HEK293 cells, TSHR agonist counter-screen. parental HEK293 CNG cAMP sensor, membrane potential fluorescence. Potency, µM (highest dose often 57.1 µM), for the others: at the top dose activation, actives largely listed as activators. actives 2.5% (n = 73,000). AID 938; also: potency is read from the fitted curve at half-maximal effect; % of control where 0% means no effect; nearly all actives have a fitted effect of over 55% in size
#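 Parental HEK 293 cells stably expressing a modified CNG channel (no TSHR) report cAMP rise as membrane depolarization. Membrane potential dye with 100 uM RO 20-1724 was loaded for 60 min at room temperature, then compound added for 30 min; fluorescence read at 590 nm.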
# Caspase-1 inhib: allosteric or competitive inhibitors of human caspase-1; Caspase-1 enzyme, Ac-WEHD-AFC fluorogenic rate; Potency, µM (series often up to 57.5 µM), without a hit: top-dose activity change, negative = inhibition, usual class: inhibitors; actives 0.03% (n = 75,000); AID 900;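 also: potency is read from the fitted curve at half-maximal effect; plate controls were vehicle for no effect and no substrate for full effect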
# Texas Red fluor: compounds fluorescent in Texas Red spectral region. actives 0.06% (n = 59,000). max dye-equivalent concentration, M. Compound fluorescence, Texas Red channel, 547/618 nm; hits give high values; in the data active = max dye-equivalent concentration above about 10 nM; inconclusive = between about 1.1 nM and that limit
#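 qHTS profiling of intrinsic compound fluorescence; 100 mM Tris pH 8.0; 15 min RT; ex 547 / em 618 nm; response expressed as Texas Red dye-equivalent concentration from six-point plate standard.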
# Fluorescein fluor: compound fluoresces in the fluorescein spectral region; Compound autofluorescence, 480/540 nm, fluorescein-equivalent; hits give high values; max fluorescein-equivalent concentration, M; actives 0.91% (n = 59,000); AID 593; in the data active = max fluorescein-equivalent concentration above about 10 nM; inconclusive = between about 1.1 nM and that limit
#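 Fluorescein stocks ranging 3 mM down to 300 nM, plus DMSO blanks, were pinned alongside compounds to build a per-plate standard curve. Buffer: 100 mM Tris, pH 8.0. Incubation 15 min, room temperature; filters 480/540 nm.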
# Tau filament bind: binders of human tau filaments; recombinant tau filaments, thioflavin S fluorescence, 15 h; filaments grown with octadecylsulfate alongside compound; Potency, µM (top dose mostly 57.1 µM), inactives show at the highest dose activity change, negative = inhibition; actives 2% (n = 71,000); AID 596;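 also: potency is read from the fitted curve at half-maximal effect; % is scaled to controls: 0 for no effect and ±100 for the full control effect; actives lower thioflavin S fluorescence by blocking filaments or displacing dye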
# Target sequence (P10636 whole entry, looked up): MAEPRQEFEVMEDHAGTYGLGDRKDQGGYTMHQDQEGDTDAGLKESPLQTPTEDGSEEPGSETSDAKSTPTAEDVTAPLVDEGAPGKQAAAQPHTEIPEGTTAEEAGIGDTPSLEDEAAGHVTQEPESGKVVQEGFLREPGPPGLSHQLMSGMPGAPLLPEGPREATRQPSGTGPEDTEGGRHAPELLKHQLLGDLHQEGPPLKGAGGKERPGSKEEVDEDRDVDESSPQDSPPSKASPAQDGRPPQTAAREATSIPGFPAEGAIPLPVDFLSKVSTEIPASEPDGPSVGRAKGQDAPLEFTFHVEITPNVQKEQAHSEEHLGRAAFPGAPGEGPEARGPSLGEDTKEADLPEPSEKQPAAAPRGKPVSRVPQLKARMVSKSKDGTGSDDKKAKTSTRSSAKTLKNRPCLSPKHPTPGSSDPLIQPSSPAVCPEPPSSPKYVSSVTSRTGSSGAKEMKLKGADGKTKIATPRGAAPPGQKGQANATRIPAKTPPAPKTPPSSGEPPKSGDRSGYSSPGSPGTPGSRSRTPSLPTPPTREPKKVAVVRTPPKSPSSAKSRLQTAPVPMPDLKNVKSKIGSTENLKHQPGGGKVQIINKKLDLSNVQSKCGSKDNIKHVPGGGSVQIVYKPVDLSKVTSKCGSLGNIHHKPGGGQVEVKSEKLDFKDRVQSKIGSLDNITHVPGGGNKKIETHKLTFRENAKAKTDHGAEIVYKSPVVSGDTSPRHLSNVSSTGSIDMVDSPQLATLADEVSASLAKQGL
#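 Quantitative HTS: thioflavine S signal from ODS-induced tau filaments, excited at 450 nm, emission 510 nm. Conditions: 1 uM tau, 30 uM ODS, 15 h at 37 C, pH 7.4.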
# ERK AVP inh: vasopressin-driven ERK pathway inhibition; actives 0.99% (n = 72,000); HEK293-V1b, vasopressin-stimulated pERK AlphaScreen; Potency, µM (series often up to 57.5 µM), for inactives: at the highest dose activity, negative = inhibition, most hits filed as inhibitors; AID 995; also: potency is read from the fitted curve at half-maximal effect; % is scaled to controls: 0 for no effect and ±100 for the full control effect; nearly all actives have a fitted effect of over 55% in size
#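 V1b-HEK293 cells; cpd 30 min 37C; 25 nM vasopressin 5 min; lyse 10 min; AlphaScreen beads 5 hr RT. Normalized to DMSO basal and 25 nM vasopressin; AC50 by Hill fit.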
# Rhodamine autofl: compound autofluorescence in rhodamine spectral region; Rhodamine-region fluorescence, 547/598 nm, Tris buffer; hits give high values; actives 0.05% (n = 59,000); max dye-equivalent concentration, M; in the data active = max dye-equivalent concentration above about 11 nM; inconclusive = between about 1.1 nM and that limit
#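 qHTS spectral profiling of compounds without any target or enzyme present, in pH 8.0 Tris buffer; plates were read after a 15-minute room-temperature incubation using the rhodamine-region filter set.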
# Active calls of the source: *; i = inactive; ? = inconclusive; / = not tested or not shown; [ ] = dose if it differs, or a comment. Unless noted, calls follow the shape of the dose curve; as a rule, active = well fitted curve in the direction sought with a large enough effect; inconclusive = small, poorly fitted or top-dose-only effect, or another doubt; inactive = no such curve, though single readings can be large; an effect the other way counts as inactive or inconclusive. Only part of the results is shown; count on the stated rates, not on these rows.
SMILES,Casp7 inh,USP2a inh,Luciferase inh,HADH2 inh,HEK293 cAMP cs,Caspase-1 inhib,Texas Red fluor,Fluorescein fluor,Tau filament bind,ERK AVP inh,Rhodamine autofl
COc1ccccc1C1SCCN1S(=O)(=O)c1cccc(C(F)(F)F)c1 (configuration not stated),1%,-9%,-1%,-15%,?,-1%,?,i,10%,17%,i
O=C(Nc1c(C(=O)N2CCCCC2)cnn1-c1ccccc1)c1ccco1,-1%,/,1%,12%,4%,1%,/,/,0%,10%,/
Cc1cccc(Cn2c(NCC(C)O)nc3c2c(=O)n(C)c(=O)n3C)c1 (configuration not stated),1%,-3%,2%,5%,11%,0%,?,?,-4%,-21%,i
Cc1c(NC(=O)C(C#N)=C2CCCCC2)c(=O)n(-c2ccccc2)n1C,0%,1%,1%,-11%,0%,0%,i,i,4%,-7%,i
O=C(CSc1nnc(-c2cccs2)n1-c1ccccc1)c1ccc2c(c1)OCCO2,-2%,32%[activator],1%,?,?,-2%,i,?,5%,-15%,i
COc1ccc(OC)c(S(=O)(=O)NC2CCN(Cc3ccccc3)CC2)c1,1%,18%,1%,7%,26%,0%,i,?,0%,-10%,i
CCC1Oc2ccc(C)cc2N(CC(=O)NCCCN2CCCCC2CC)C1=O (configuration not stated),2%,1%,0%,10%,10%,-1%,i,i,-26%,5%,i
CCN1CSC(=S)N(Cc2ccc(OC)cc2)C1,-1%,3%,6%,-2%,?,-1%,i,i,-6%,-5%,i
COC(=O)c1c(C(=O)OC)c2n(c1C)Cc1ccccc1C2,-2%,-6%,-1%,-22%,-3%,-2%,/,/,-26%,-29%,/
Cc1nc(NC2=NCN(CCc3ccccc3)CN2)nc2ccccc12,-1%,-3%,2%,1%,?,-1%,i,?,6%,4%,i
CO[C@H]1/C=C/O[C@@]2(C)Oc3c(C)c(O)c4c(O)c(c5c(c4c3C2=O)NC2(CCN(CC(C)C)CC2)N=5)=NC(=O)/C(C)=C\C=C\[C@H](C)[C@H](O)[C@@H](C)[C@@H](O)[C@@H](C)[C@H](OC(C)=O)[C@@H]1C,-1%,/,/,-17%,-87%[inhibitor],-2%,/,/,0.4µM*,-34%,/
CCN(CC)CCn1c(NCc2cccc(OC)c2)nc2ccccc21,1%,/,3%,0%,23%,2%,i,i,-16%,-8%,i
O=C(CCNC(=O)c1ccc(Br)o1)NCc1ccc(Cl)cc1,-2%,5%,-2%,5%,2%,1%,i,i,8%,-14%,i
Cc1noc(C)c1C(=O)N1CCC2(CC1)CCN(c1ccccn1)CC2,0%,-13%,1%[11.4 µM],?,7%,1%,i,i,-1%,?,i
COc1cc2c(cc1OC)C(C(=O)NC1CC1)C1c3ccccc3CCN1C2=O (configuration not stated),-4%,/,1%,-2%,11%,-4%,/,/,6%,-2%,/

# Continued; the last two above are carried over.
SMILES,Casp7 inh,USP2a inh,Luciferase inh,HADH2 inh,HEK293 cAMP cs,Caspase-1 inhib,Texas Red fluor,Fluorescein fluor,Tau filament bind,ERK AVP inh,Rhodamine autofl
Cc1noc(C)c1C(=O)N1CCC2(CC1)CCN(c1ccccn1)CC2,0%,-13%,1%[11.4 µM],?,7%,1%,i,i,-1%,?,i
COc1cc2c(cc1OC)C(C(=O)NC1CC1)C1c3ccccc3CCN1C2=O (configuration not stated),-4%,/,1%,-2%,11%,-4%,/,/,6%,-2%,/
COc1ccc(CNC(=O)c2ccc(N3CCCC3=O)cc2)cc1,-7%,4%,-7%,4%,2%,-4%,?,i,2%,6%,i
CC(C)COC(=O)c1cc(-c2ccc(/C=N/n3cnnc3)o2)ccc1Cl,-3%,43%[activator],0%,-12%,1%,-2%,i,i,25µM*,-22%,i
Cc1ccc(NC(=O)c2ccccc2O)cc1,-1%,0%,5µM*,-7%,9%,0%,i,?,10%,-8%,i
COc1ccc(C(c2nnnn2C2CCCC2)N2CCc3ccccc3C2)cc1OC (configuration not stated),-2%,137%[activator],2%,3%,7.9µM*,-2%,i,i,11%,10%,i
CCCNc1nc2c(c(=O)[nH]c(=O)n2C)n1CCC(C)C,0%,-15%,3%,3%,27%,-1%,i,?,-7%,-29%,i
O=c1[nH]c2ccccc2n1CCCN1CCN(C(c2ccccc2)c2ccccc2)CC1,4%,21%,1%[25.5 µM],8%,13%,0%,i,?,-8%,24%,i
CCc1cc(N2CCOCC2)cc2c1[nH]c1ccccc12,-2%,7%,-4%,?,-24%,-4%,i,?,25µM*,-30%,i
O=C(CSc1nnc(-c2cccnc2)n1-c1ccccc1)NCc1ccc2c(c1)OCO2,-1%,13%,1%,2%,28%,-1%,i,i,6%,-6%,i
COc1cccc2cc(C(=O)N3CCN(C(=O)c4ccco4)CC3)c(=O)oc12,0%,-5%,1%,1%,18%,-4%,i,i,-7%,15%,i
Cc1cc(NC(=O)CN2CCN(c3ccccc3O)CC2)no1,-4%,5%,1%,-2%,2%,-3%,i,?,-6%,-16%,i
CCOC(=O)c1c(NC(=O)CSc2nnc(-c3cccnc3)o2)sc(C(C)=O)c1C,1%,/,-1%,-12%,?,-3%,i,?,-8%,?,i
O=c1[nH]c2c(n(C3CCCCC3)c1=O)CCC2,0%,-5%,-3%,-15%,9%,-1%,i,i,-5%,-1%,i
CSC1=NCCN1C(=O)c1ccc(S(=O)(=O)N2CCCCC2)cc1,-5%,/,-1%,8%,-7%,-1%,/,/,-13%,-7%,/
COC(=O)c1[nH]c2cc(OC)ccc2c1NC(=O)CCN1CCCCC1,1%,-4%,0%,-11%,3%,-2%,i,?,0%,13%,i
CCCc1n[nH]c2c1C(=O)C(C(=O)OC)C(C)(C)C2 (configuration not stated),-3%,4%,1%,1%,-3%,-8%,/,/,5%,-5%,/
COc1cccc(-c2cc(C(=O)Nc3cc(C)on3)no2)c1,-1%,5%,-4%,-5%,24%,-5%,i,i,i,0%,i
Cc1nc(N2CCN(Cc3ccc4c(c3)OCO4)CC2)c2oc3ccccc3c2n1,-7%,25%,1%,?,?,-2%,i,i,66%,?,i
Cc1cc(NC(=O)CCCN2C(=O)c3cccnc3C2=O)no1,0%,0%,1%,0%,2%,-1%,i,i,6%,12%,i
Cc1ccc2c(CC(=O)Nc3c(C)n(C)n(-c4ccccc4)c3=O)coc2c1,-2%,15%,3%,6%,7%,-1%,i,i,-4%,-23%,i
CCOC(=O)c1nnn(-c2nonc2N)c1CNc1ccc(C)c(Br)c1,-6%,9%,1%,7%,5%,-2%,i,i,13%,19%,i
CC(=O)c1ccc(OCC(O)CN2C(C)(C)CC(O)CC2(C)C)cc1 (configuration not stated),1%,/,3%,1%,4%,1%,/,/,-11%,-4%,/
O=C(COc1ccc(Cl)cc1)NCc1nnc(SCC(=O)NC2CCCCC2)o1,-1%,2%,1%,11%,-2%,1%,i,i,17%,-8%,i
Cn1cccc1C(=O)N1CCC[C@@]2(CCN(c3ncccn3)C2)C1,0%,15%,1%[11.4 µM],-8%,6%,-3%,i,i,2%,-16%,i
Cn1nc(C(=O)Nc2cccnc2)c2ccccc2c1=O,-1%,-3%,0%,-4%,-3%,1%,i,i,-17%,-8%,i
Cc1cc(C)nc(N2CCCC(C(=O)NCc3cccc(C(F)(F)F)c3)C2)n1 (configuration not stated),-1%,19%,2%,11%,22%,0%,i,?,-12%,20%,i
COc1ccc2[nH]c3c(c2c1)CCn1c-3nc2ccccc2c1=O,-15%,-16%,0.63µM*,1%,15%,-14%,?,?,168%,-2%,i
COc1ccc(-c2nnc(SCC(=O)/C(C#N)=C(\C)N)o2)cc1,-1%,-4%,5µM*,-5%,-2%,0%,i,?,-2%,11%,i

# A stretch from the list above, as a working copy:
SMILES,Casp7 inh,USP2a inh,Luciferase inh,HADH2 inh,HEK293 cAMP cs,Caspase-1 inhib,Texas Red fluor,Fluorescein fluor,Tau filament bind,ERK AVP inh,Rhodamine autofl
O=C(COc1ccc(Cl)cc1)NCc1nnc(SCC(=O)NC2CCCCC2)o1,-1%,2%,1%,11%,-2%,1%,i,i,17%,-8%,i
Cn1cccc1C(=O)N1CCC[C@@]2(CCN(c3ncccn3)C2)C1,0%,15%,1%[11.4 µM],-8%,6%,-3%,i,i,2%,-16%,i
Cn1nc(C(=O)Nc2cccnc2)c2ccccc2c1=O,-1%,-3%,0%,-4%,-3%,1%,i,i,-17%,-8%,i
Cc1cc(C)nc(N2CCCC(C(=O)NCc3cccc(C(F)(F)F)c3)C2)n1 (configuration not stated),-1%,19%,2%,11%,22%,0%,i,?,-12%,20%,i
COc1ccc2[nH]c3c(c2c1)CCn1c-3nc2ccccc2c1=O,-15%,-16%,0.63µM*,1%,15%,-14%,?,?,168%,-2%,i
COc1ccc(-c2nnc(SCC(=O)/C(C#N)=C(\C)N)o2)cc1,-1%,-4%,5µM*,-5%,-2%,0%,i,?,-2%,11%,i
